High-throughput results from PubChem.
S1P3 antagonist: S1P3 (human) receptor antagonism. inhibition, % at 4.98 µM. 170,000 tested, 0.27% active. CHO S1P3 NFAT-BLA reporter, FRET fluorescence, antagonist mode;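 active = inhibition above the plate cutoff, the mean inhibition of test wells on that plate plus 3 SD, cut at about 28% in these data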;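 note: cells challenged with S1P at its EC80 of 0.8 µM; blue over green emission ratio from cleaved BLA substrate after 4 h stimulation; 0% = S1P-stimulated wells and 100% = unstimulated DMSO-only wells; some compounds past the cut are filed as inactive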
Target sequence (Q99500 whole entry, looked up): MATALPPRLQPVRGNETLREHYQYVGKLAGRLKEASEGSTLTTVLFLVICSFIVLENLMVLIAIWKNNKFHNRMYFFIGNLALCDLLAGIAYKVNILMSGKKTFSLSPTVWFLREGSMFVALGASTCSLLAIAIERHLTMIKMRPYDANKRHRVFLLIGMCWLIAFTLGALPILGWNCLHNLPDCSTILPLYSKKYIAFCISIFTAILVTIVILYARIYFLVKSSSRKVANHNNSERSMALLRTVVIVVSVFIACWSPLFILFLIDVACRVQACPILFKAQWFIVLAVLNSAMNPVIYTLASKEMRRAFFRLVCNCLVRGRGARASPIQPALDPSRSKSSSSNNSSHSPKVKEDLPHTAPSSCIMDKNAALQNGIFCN
Numbers without * were called inactive. The list is partial (hit frequency here may not be typical).

Start of the listing, in advance, seven compounds:
nr	S1P3 antagonist	Compound
1	-3	Cc1nnsc1C(=O)N1CCN(c2cc(C(F)(F)F)ccn2)CC1
2	-3	CCCCCc1nc2c(c(=O)c3ccccc3n2C)c(=O)n1Cc1ccc(OC)cc1
3	1	Cc1cccc(N2C(=O)/C(=C/c3ccccn3)SC2=S)c1
4	-6	N#CCC(=O)Nc1ccc(C(=O)Nc2cccnc2)cc1
5	-38	Cc1ccc2nc3c(cc(C(=O)NCc4ccccc4)c(=N)n3CCCn3ccnc3)c(=O)n2c1
6	4	Cc1ccccc1Cn1cc(NC(=O)c2cc(C3CC3)on2)cn1
7	-7	N#Cc1cc([N+](=O)[O-])ccc1NC(=O)COC(=O)CC1CCCC1

Main list, from the first entry:
nr	S1P3 antagonist	Compound
1	-3	Cc1nnsc1C(=O)N1CCN(c2cc(C(F)(F)F)ccn2)CC1
2	-3	CCCCCc1nc2c(c(=O)c3ccccc3n2C)c(=O)n1Cc1ccc(OC)cc1
3	1	Cc1cccc(N2C(=O)/C(=C/c3ccccn3)SC2=S)c1
4	-6	N#CCC(=O)Nc1ccc(C(=O)Nc2cccnc2)cc1
5	-38	Cc1ccc2nc3c(cc(C(=O)NCc4ccccc4)c(=N)n3CCCn3ccnc3)c(=O)n2c1
6	4	Cc1ccccc1Cn1cc(NC(=O)c2cc(C3CC3)on2)cn1
7	-7	N#Cc1cc([N+](=O)[O-])ccc1NC(=O)COC(=O)CC1CCCC1
8	1	O=S(=O)(c1ccc(Br)s1)N1CCN(c2ccnc3cc(Cl)ccc23)CC1
9	-1	COc1ccc(CC(=O)O/N=C(\N)c2ccncc2)cc1
10	-5	CN1CCN(c2nc3ccccc3nc2C(C#N)S(=O)(=O)c2ccccc2)CC1 (stereo not drawn)
11	1	CCOC(=O)Cc1csc(NC(=O)Nc2ccc(F)cc2)n1
12	14	COc1ccc(Cn2c(O)c(C=Nc3ccccc3C(=O)O)c3ccccc3c2=O)cc1
13	6	Cc1onc(C(=O)Nc2c(C)n(C)n(-c3ccccc3)c2=O)c1[N+](=O)[O-]
14	13	CCOC(=O)C(CC)(CCC(=O)OC)c1csc(Nc2ccccc2O)n1 (stereo not drawn)
15	2	CCN(CC)C(=O)Cn1ccc(NC(C)=O)nc1=O
16	-18	O=C(CN1CCCc2ccccc21)N/N=C/c1ccc(F)cc1F
17	1	O=C(C1CC1)N1CCc2sccc2C1c1ccc(Cl)cc1 (stereo not drawn)
18	-2	Oc1ccc(N2CCN(c3nc(-c4cccs4)nc4ccccc34)CC2)cc1
19	-4	S=C(NCCN1CCCCC1)Nc1ccc(Br)cc1
20	-7	CC(C)[n+]1ccn(C2=C([O-])c3ccccc3C(=O)/C2=N\S(=O)(=O)c2ccccc2)c1
21	-1	CCN(CC)CCCNc1oc(-c2ccccc2[N+](=O)[O-])nc1C#N
22	-1	O=C1CSC(=Nc2cccc(Cl)c2Cl)N1Cc1cccnc1
23	-26	CN(c1ccccc1)S(=O)(=O)c1cccc(NC(=O)COC(=O)C2CCCCC2)c1
24	-6	O=C(CCn1cnc2ncccc2c1=O)N1CCN(c2cccc(Cl)c2)CC1
25	-10	Cc1ccc(N2C(=O)C3ON(c4ccccc4)C(CC(C)C)C3C2=O)cc1 (stereo not drawn)
26	-6	O=C(CCc1nnc(CCc2ccccc2)o1)NC(c1cccnc1)C(F)(F)F (stereo not drawn)
27	-14	Cc1[nH][nH]c(=O)c1C(c1ccc(-c2cccc(Cl)c2)o1)c1c(C)[nH][nH]c1=O
28	-6	CC1CCc2c(sc(/N=C/c3ccco3)c2C(N)=O)C1 (stereo not drawn)
29	5	O=C1C(=O)N2C(=C1C(=O)N1CCCCCC1)c1ccccc1CC21CCCC1
30	9	COc1ccccc1NC(=O)C(=O)/C=C(\O)c1ccccc1
31	-3	CN(C(=O)CSc1ncnc2sccc12)c1c(N)n(Cc2ccccc2)c(=O)[nH]c1=O
32	9	Cc1ccc2nc(Cl)c(C3CC(c4ccco4)=NN3C(=O)CCCC(=O)O)cc2c1 (stereo not drawn)
33	1	O=C(CP(=O)(c1ccccc1)c1ccccc1)Nc1cccc(CP(=O)(c2ccccc2)c2ccccc2)c1
34	-24	c1ccc2c(c1)nc1n2C2(N3CCOCC3)CCCC2C1N1CCOCC1 (stereo not drawn)
35	-6	O=C(O)CCCC(=O)N1CCN(c2ncccn2)CC1
36	-11	CCn1c(SCC(=O)Nc2ccccc2)nnc1-c1cccs1
37	-21	CC1CCc2c(sc3ncn(CC(=O)N=Nc4c(O)[nH]c5ccccc45)c(=O)c23)C1 (stereo not drawn)
38	-15	COc1cc2c(cc1OC)C(C1(O)CCCCC1)NCC2 (stereo not drawn)
39	-5	OC[C@H]1OC(Nc2ccc(N=Nc3ccccc3)cc2)[C@@H](O)[C@@H](O)[C@@H]1O (stereo partly drawn)
40	3	N#CCc1cnc2ccccc2n1
41	8	O=C(COc1ccc(Cl)cc1Cl)N/N=C/c1ccc(OC2OC(CO)C(O)C(O)C2O)cc1 (stereo not drawn)
42	-1	CN(C)c1ccc(P(=O)(OCc2ccccc2)C(O)c2ccccc2F)cc1 (stereo not drawn)
43	-16	COC(=O)C1=C(NC(=O)c2cccc(C)c2)CCS1
44	-5	C=CCS/C(N)=N\N=C\c1c(O)ccc2ccccc12
45	-13	O=C(N/N=C/c1ccccn1)NC12CC3CC(CC(C3)C1)C2
46	-16	CC(CN1CCN(C)CC1)OC(=O)c1cccc(Cl)c1 (stereo not drawn)
47	-5	CS/C(N)=N/N=C/c1c(O)ccc2ccccc12
48	-8	O=C(CC(=O)Nc1ccccc1C(=O)O)NNC(=O)Cc1ccccc1

Filtered by structure, the entries above with an aryl thioether with sulfur outside any ring.
nr	S1P3 antagonist	Compound
31	-3	CN(C(=O)CSc1ncnc2sccc12)c1c(N)n(Cc2ccccc2)c(=O)[nH]c1=O
36	-11	CCn1c(SCC(=O)Nc2ccccc2)nnc1-c1cccs1

(cont.)
nr	S1P3 antagonist	Compound
49	5	Cc1nc(Sc2ccc(Cl)cc2)c(C#N)c(C)c1[N+](=O)[O-]
50	0	COc1ccc(NS(=O)(=O)c2ccc(/C=C/C(=O)O)cc2)cc1S(=O)(=O)N1CCOCC1
51	-3	CCN1CCN(C(=S)NC(CC(=O)c2ccccc2)c2ccccc2)CC1 (stereo not drawn)
52	-11	CN(C)/C(=N\O)c1c(Cl)cccc1Cl
53	-29	CCOC(=O)c1c(NC(=O)c2cc(C3CC3)on2)sc(C(C)=O)c1C
54	7	COc1ccc2c(c1)CCc1cc(C(=O)O)sc1-2
55	-12	Cc1noc(C)c1C(=O)NNc1cc(Cl)ccc1Cl
56	-14	O=C(NNC(=S)NC1CC2C=CC1C2)c1ccncc1 (stereo not drawn)
57	-21	O=C(c1nc2ccccc2[nH]1)c1ccccc1[N+](=O)[O-]
58	9	CN(C)c1nc(Nn2cnnc2)nc(N(C)C)n1
59	-14	COC(=O)c1[nH]c2cc(OC)ccc2c1N=CN(C)C
60	-9	CN1CCN(CC(=O)NN2CC(=O)N(c3ccc(F)cc3)CC2=O)CC1
61	20	COc1ccccc1-n1c(=O)[nH]c2c(C(N)=O)nc(-c3cccnc3)nc21
62	-10	Clc1ccc(-c2ccccc2)nn1
63	-2	COc1ccc(Cl)cc1NC(=S)N1CCN(S(C)(=O)=O)CC1
64	-4	O=C(COC(=O)c1ccc(NS(=O)(=O)c2cccs2)cc1O)Nc1ccc(F)cc1
65	-23	C1CN(c2nc3nonc3nc2N2CCOCC2)CCO1
66	-9	Nc1ccc(CNc2ncn[nH]2)cc1
67	-2	Cc1cc(N/N=C/c2ccc(O)cc2O)nc(N2CCOCC2)n1
68	7	O=C(CNC(=O)c1ccco1)N/N=C/c1cccs1
69	4	COc1cc(/C=C/c2nc3ccc([N+](=O)[O-])cc3s2)ccc1OCC(=O)O
70	4	O=C(O)CCC(=O)NCC(=O)c1ccc(F)cc1
71	10	O=C(Nc1ccc(CN2CCS(=O)(=O)CC2)cc1)c1ccc(F)cc1
72	-2	CCc1cc(CNC(=O)CC2C(=O)NCCN2Cc2ccccc2C(F)(F)F)on1 (stereo not drawn)
73	-6	COc1ccc(-c2nn(-c3ccccc3)cc2/C=N/Nc2ccc(Cl)c(C(=O)O)c2)cc1OC
74	-7	CSc1nc2ccc(NS(=O)(=O)c3ccc(Br)s3)cc2s1
75	-8	CC12CCC(C/C1=N\OC(=O)c1c(F)cccc1F)C2(C)C (stereo not drawn)
76	9	CCOc1ccc(Cn2cc(F)c(=O)[nH]c2=O)cc1
77	-13	O=C(CC1C(=O)NCCN1Cc1ccoc1)NCc1cccc(OC(F)(F)F)c1 (stereo not drawn)
78	8	O=C1Nc2ccccc2C1=Nc1ccc(S(=O)(=O)Nc2nccs2)cc1
79	2	O=C(NNc1ncccc1-n1cccc1)c1ccc(Cl)cc1
80	12	CCc1nnc(NC(=O)c2n[nH]c(=O)c3ccccc23)s1
81	-2	O=C1NC(=Nc2ccccc2)S/C1=C\c1cccnc1
82	-8	Cc1cc(C)n2cc(CSc3ccc(Cl)cc3)nc2n1
83	7	O=C(NC1=NCCS1)c1cc(-c2ccccc2)nn1-c1ccccc1
84	2	O=S(=O)(CCSc1ccc(C(F)(F)F)cn1)c1ccc(Cl)cc1
85	-2	COc1cc(/C=N/NC(=O)C[n+]2ccccc2)cc(OC)c1OC(C)=O
86	0	COc1ccc(/C=C/C(=O)Nc2ccccc2)cc1S(=O)(=O)N1CCOCC1
87	1	NS(=O)(=O)c1ccc(NC(=O)c2c(F)cccc2Cl)cc1
88	0	Cc1ccc(S(=O)(=O)NNC(=O)c2ccoc2C)cc1

An excerpt from above in order of SMILES length, ascending:
nr	S1P3 antagonist	Compound
81	-2	O=C1NC(=Nc2ccccc2)S/C1=C\c1cccnc1
83	7	O=C(NC1=NCCS1)c1cc(-c2ccccc2)nn1-c1ccccc1
84	2	O=S(=O)(CCSc1ccc(C(F)(F)F)cn1)c1ccc(Cl)cc1
85	-2	COc1cc(/C=N/NC(=O)C[n+]2ccccc2)cc(OC)c1OC(C)=O

(more compounds)
nr	S1P3 antagonist	Compound
89	-2	CC(C)(C)OC(=O)NC(CC(=O)OCc1ccccc1)C(=O)O (stereo not drawn)
90	-2	COc1ccc(Cl)cc1NC(=O)c1cnc2n(c1=O)CCS2
91	11	CCCC12CN3CC(CCC)(CN(C1)C3c1ccco1)C2=O (stereo not drawn)
92	-5	O=C1CCCC2=C1Sc1ccc(Cl)cc1N2
93	7	O=C(CSc1ccccc1C(=O)O)NC1CCCCCC1
94	4	c1ccc(-c2csc3ncnc(NCc4ccccn4)c23)cc1
95	-5	COC(=O)[C@@H](NC(=O)NC1CCCCC1C)C(C)C (stereo partly drawn)
96	-19	CCC1CCCCN1Cc1nc2c(c(=O)n(C)c(=O)n2C)n1CC(C)C (stereo not drawn)
97	-6	Cc1nc2ccccc2c(=O)n1NC(=O)c1cc(Br)ccc1Cl
98	-1	CCN(CC)CCNC(=O)c1sc2nc(-c3ccccc3)cn2c1C
99	23	Cc1nc(CNC(=O)CC2C(=O)NCCN2Cc2ccoc2)nc2c1CCCC2 (stereo not drawn)
100	14	Cc1cccc(C)c1Nc1c(-c2ccccc2O)nc2ncccn12
101	-11	O=C(Cn1cnc2ccccc2c1=O)Nc1cccc(S(=O)(=O)N2CCCCC2)c1
102	-3	O=C(/C=C/c1ccccc1)Nc1cccnc1Oc1ccccc1F
103	5	O=S(=O)(c1ccc(Cl)cc1)N1CCC(n2cccc2)CC1
104	-3	O=C(O)Cn1nnc2ccccc21
105	8	CC1(C)Cc2cccc(C(=O)NCc3ccco3)c2O1
106	1	CCCc1cc(=O)[nH]c(SCC(=O)Nc2ccc([N+](=O)[O-])cc2C#N)n1
107	-7	COc1ccc(NC(=O)CC2C(=O)NCCN2C(=O)c2ccccc2)cc1 (stereo not drawn)
108	17	Cn1cc(C(=O)NCCN2CCN(c3ccccc3F)CC2)c2c3ccccc3n(C)c2c1=O
109	-9	O=C(CSc1nccc(=O)[nH]1)c1cc2ccccc2o1
110	-19	O=c1[nH]c2ccccc2n1C1=CCNCC1
111	-21	O=C(NCCc1cccs1)C1CC1
112	7	COc1ccc(Cn2c(C)nc3c(c(=O)c4ccccc4n3C)c2=O)cc1
113	-5	COc1ccc(NS(=O)(=O)c2ccc(Cl)s2)cn1
114	17	COc1ccccc1C(=O)N/C(=C\c1ccc(Br)cc1)C(=O)N1CCCC1
115	1	CCOc1ccc(CSC(=N)N)cc1Cl
116	-1	COc1cc(/C=C/C(=O)O)cc(S(=O)(=O)Nc2ccccc2Oc2ccccc2)c1OC
117	-6	O=C(Oc1ccccc1)c1ccc2c(c1)C(=O)N(Cc1ccncc1)C2=O
118	-1	CN(C)C=Nc1nonc1-c1ccccc1
119	-1	CCOC(=O)Cn1c(O)c(N=NC(=O)OC)c2ccccc21
120	7	CC1(C)SC(=S)N(c2ccccc2)C1/[N+]([O-])=C/c1cccc([N+](=O)[O-])c1 (stereo not drawn)
121	4	Cc1cccn2c(=O)c(/C=C(\C#N)C(=O)NCc3ccco3)c(N3CCOCC3)nc12
122	-11	O=C(c1ccco1)N1CCN(CCOc2ccccc2)CC1
123	4	O=C(Nc1nc2cc3c(cc2s1)OCCO3)C1=COCCO1
124	-6	Cc1nn(-c2ccccn2)c2c1C(=O)CC(C)(C)C2Br (stereo not drawn)
125	0	CCOP(=O)(OCC)/C(=N/OC(=O)c1cccc([N+](=O)[O-])c1)C(N)=O
126	5	COC(=O)C(=C/C=C/N1CCOCC1)C(=O)OC
127	3	COc1cccc(C2CC(=O)C3=C(C2)Nc2ccccc2N(C(=O)CCC(=O)O)C3c2ccc(F)cc2)c1 (stereo not drawn)
128	-11	CCC(=O)N/C(N)=N/c1nc2ccccc2o1
129	-4	O=C(/C=C/c1ccccc1)NC(=S)Nc1ncccn1
130	7	Cn1nc(NC(=O)C(C)(C)C)c2c(F)cccc21
131	5	COc1ccc2[nH]c3c(c2c1)CCC/C3=N\N
132	4	CC1(C)CC(=O)C2=C(C1)NCN(CCCN1CCOCC1)C2
133	-9	C[N+](C)(C)CCN1C(=O)CSC1=O
134	-3	O=[N+]([O-])c1ccc(N2CCCC2)nc1N1CCCC1
135	2	CC(C)Cn1c(=O)c2c(nc3n2CCS3)n(C)c1=O
136	2	Cc1oc(-c2ccccc2)cc1C(=O)NC1CCN(Cc2ccccc2)CC1
137	-11	N#C/C(=C\c1c(N2CCOCC2)nc2ccccn2c1=O)C(=O)NC1CCS(=O)(=O)C1 (stereo not drawn)
138	-8	Cn1nccc1NS(=O)(=O)c1ccc(F)cc1
